tuberculosis growth: growth inhibition of non-replicating M. tuberculosis (AID 488890). 320,000 tested, 0.39% active. inhibition, % at 25 µM, or IC50 in µM where a hit was titrated. Mycobacterium tuberculosis non-replicating, growth inhibition; higher % means a stronger effect; in the data active = a potency from the dose series; inconclusive = inhibition mostly from about 82% at the one dose, without a potency; inactive = the rest, 99 in 100 with inhibition below about 76%;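 also: plate controls were DMSO cells for no effect and high antibiotic wells for full effect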
influenza NS1A: NS1A inhibition, H1N1 influenza, cell based functional assay (AID 504329); NS1A functional cell-based assay, percent inhibition; higher % means a stronger effect; one-dose inhibition, % at 12.5 µM; IC50 in µM for titrated hits; 340,000 tested, 0.3% active; in the data active = a potency from the dose series; inconclusive = inhibition above about 27% without an active follow-up result; also: strong numbers were not always called active
M. tuberculosis HTS: M. tuberculosis growth inhibition, HTS (AID 449762) | M. tuberculosis H37Rv growth inhibition, 7H9 media; higher % means a stronger effect | 330,000 tested, 0.59% active | one-dose inhibition, % at 25 µM; IC50 in µM for titrated hits; in the data active = a potency from the dose series; inconclusive = inhibition above about 70% without an active follow-up result;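 also: bacterial growth assessed after seven days of incubation; strong numbers were not always called active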
inhibitors of VEEV: inhibitors of VEEV TC-83 cytopathic effect, confirmation, Vero cells (AID 588727); 350,000 tested, 0.13% active; inhibition, % at 20 µM; hits with a dose series show IC50 in µM; Vero cells, VEEV TC-83 cytopathic effect inhibition; higher % means a stronger effect; in the data active = a potency from the dose series; inconclusive = inhibition mostly from about 14% at the one dose, without a potency; inactive = the rest, 99 in 100 with inhibition below about 12%; also: strong numbers were not always called active
PhoP GFP inhibition: Inhibition of PhoP regulon, Salmonella typhi GFP reporter cells, confirmation, 4 h (AID 1850); Salmonella Typhi PhoP-promoter GFP reporter, fluorescence, 4 h; higher % means a stronger effect; 310,000 tested, 0.33% active; inhibition, % at 50 µM, or IC50 in µM where a hit was titrated; in the data active = a potency from the dose series; inconclusive = inhibition mostly from about 25% at the one dose, without a potency; inactive = the rest, 99 in 100 with inhibition below about 19%;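 also: 0% = induced wells with vehicle and 100% = uninduced wells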
inhibitors of VEEV 10K pilot screen: second read-out of inhibitors of VEEV, no call of its own (marks repeat the call); inhibition, %; measured here: 10K pilot screen inhibition
An asterisk follows results filed as active; i = inactive; ? = inconclusive; nt = no result given.

SMILES	tuberculosis growth	influenza NS1A	M. tuberculosis HTS	inhibitors of VEEV	PhoP GFP inhibition	others
Cc1c(Br)c([N+](=O)[O-])nn1CC(=O)N1CCCc2ccccc21	-11%	-2%	11%	1.1%	2%
CN(C/C=C/C#CC(C)(C)C)Cc1cccc2ccccc12	9%	-6%	14%	0.4%	4%
O=P(O)(CCCP(=O)(O)CCc1ccccc1)CCc1ccccc1	-18%	-7%	3%	0.3%	-6%
CCOc1ccc(C2/C(=C(\O)c3cccc(OC)c3)C(=O)C(=O)N2c2cc(C)on2)cc1OC (stereo not drawn)	6%	1%	-2%	1.3%	5%
O=c1c(-c2ccccc2)coc2c(CN3CCCCC3)c(O)ccc12	7%	-1%	2%	0.2%	-6%
Cc1ccc2oc(C(=O)NCc3ccc4c(c3)OCO4)c(C)c2c1	22%	-3%	-4%	9.1%	-10%
Cc1ccc2nc3c(c(Nc4cccc(O)c4)c2c1)CCC3	51%	-8%	17%	i	7%
O=C(N/N=C/c1c(O)n(Cc2ccc(F)cc2)c(=S)[nH]c1=O)c1ccncc1	53%	2%	59%	1.9%	7%
O=C(c1snnc1-c1ccccc1)N1CCOCC1	8%	1%	-1%	0.6%	-5%
O=C(Nc1ccccc1[N+](=O)[O-])c1cncc(Br)c1	14%	-3%	7%	8.3%	-5%
COCc1c(C#N)c(NCCc2ccc(F)cc2)nc(C)c1[N+](=O)[O-]	21%	0%	-4%	2.1%	-2%
CN(C)c1ccc(N=Nc2cccc3ccoc23)cc1	16%	39µM*	20%	0.8%	9%
C=CCNC(=O)C1(S(=O)(=O)c2ccccc2)CC=CC1	-20%	2%	-3%	1.0%	-6%
COc1ccc(NC(=O)/C(C#N)=C/c2c(C)nn(-c3ccc(F)cc3)c2Cl)cc1Cl	-8%	5%	0%	0.2%	-2%
COCc1cc(=O)[nH]c(Nc2nc3ccccc3o2)n1	1.6µM*	11µM*	1.6µM*	9.1%	5%
CCC(=O)N1CCN(c2nc3ccccc3s2)CC1	3%	-2%	0%	1.1%	2%
COc1ccc(Br)cc1/C=C/c1ccc2cccc(O)c2n1	?	-5%	70%	2.1%	8%
CCN(CC)C(=O)C1CCN(S(=O)(=O)c2ccc3oc4ccccc4c3c2)CC1	10%	-3%	3%	i	-3%
O=C(Nc1nc(-c2ccncc2)cs1)c1ccc(F)cc1	11%	7%	10%	0.1%	-30%
COc1ccc(S(=O)(=O)N(C)CC(=O)Nc2ccccc2OC)cc1C	13%	-3%	7%	5.3%	3%

By substructure: the entries above with a carbonyl joined to an NH by a bond outside any ring.
SMILES	tuberculosis growth	influenza NS1A	M. tuberculosis HTS	inhibitors of VEEV	PhoP GFP inhibition	others
Cc1ccc2oc(C(=O)NCc3ccc4c(c3)OCO4)c(C)c2c1	22%	-3%	-4%	9.1%	-10%
O=C(N/N=C/c1c(O)n(Cc2ccc(F)cc2)c(=S)[nH]c1=O)c1ccncc1	53%	2%	59%	1.9%	7%
O=C(Nc1ccccc1[N+](=O)[O-])c1cncc(Br)c1	14%	-3%	7%	8.3%	-5%
C=CCNC(=O)C1(S(=O)(=O)c2ccccc2)CC=CC1	-20%	2%	-3%	1.0%	-6%
COc1ccc(NC(=O)/C(C#N)=C/c2c(C)nn(-c3ccc(F)cc3)c2Cl)cc1Cl	-8%	5%	0%	0.2%	-2%
O=C(Nc1nc(-c2ccncc2)cs1)c1ccc(F)cc1	11%	7%	10%	0.1%	-30%
COc1ccc(S(=O)(=O)N(C)CC(=O)Nc2ccccc2OC)cc1C	13%	-3%	7%	5.3%	3%

Later entries:
SMILES	tuberculosis growth	influenza NS1A	M. tuberculosis HTS	inhibitors of VEEV	PhoP GFP inhibition	others
COc1ccc(Nc2oc(-c3ccco3)nc2S(=O)(=O)c2ccc(F)cc2)cc1	44%	5%	0%	1.4%	-11%	inhibitors of VEEV 10K pilot screen=5.3
COc1ccccc1NC(=O)CSc1nnc(-c2ccoc2C)n1C	-2%	-10%	2%	0.4%	8%
O=C(OCC(=O)c1ccc[nH]1)c1ccc(Cl)c(Cl)c1	?	4%	-2%	i	nt
C[C@@]12C(=O)Nc3ccc(Br)cc3C(=O)N1[C@H]1c3cc(Br)ccc3OC[C@@H]1[C@@H]2c1ccccc1	38%	-10%	?	0.8%	-7%	inhibitors of VEEV 10K pilot screen=1.1
COc1nc(Oc2ccc(C(=O)O)cc2)nc(Oc2ccc(C(=O)O)cc2)n1	9%	-5%	-12%	1.8%	-7%
CCOC(=O)c1ccc(S(=O)(=O)N2CCN(CCC#N)CC2)cc1	16%	-2%	3%	1.1%	29%
O=C(CNC(=O)c1ccccc1F)NNC(=O)c1ccccc1O	-3%	5%	36%	0.0%	-6%
CCc1ccc(OCC(=O)N(Cc2ccccc2)C2CCS(=O)(=O)C2)cc1 (stereo not drawn)	-6%	-2%	0%	1.3%	9%
Cc1c(C)c2ccc(OC(C)C(=O)N3CC[C@@]4(O)CCCC[C@H]4C3)c(C)c2oc1=O (stereo partly drawn)	28%	-8%	-7%	7.6%	1%
O=C(c1cc(Cl)ccc1[N+](=O)[O-])N1CCc2ccccc2C1	19%	0%	9%	1.3%	-5%
CC(=O)OC(C=C(C)C)C/C(C)=C/COc1c2ccoc2cc2oc(=O)ccc12 (stereo not drawn)	nt	-12%	nt	6.8%	nt
Cc1ccc(OCC(=O)N/N=C/c2ccc([N+](=O)[O-])o2)cc1	2.9µM*	4%	?	i	22µM*
CCOC(=O)CNC(=O)CSc1nnc(-c2ccco2)n1N	-4%	-8%	-5%	2.7%	-11%
CCOC(=O)CC1COCCN1Cc1cn[nH]c1-c1ccc2c(c1)OCO2 (stereo not drawn)	9%	-4%	-2%	0.0%	5%
COC(=O)C1=C(C(=O)OC)[N+]2=C3N(C(=O)NC2(C)C)[C@H](CO)C[C@@]32c3ccccc3N(Cc3ccccc3)[C@@H]12	7%	5%	-9%	0.1%	-2%
O=C1C=C(c2ccc(-c3ccccc3)c(F)c2)C[C@@H](c2ccc3c(c2)OCO3)C1	2%	9%	-12%	1.4%	nt
CCCC(C)NC(=O)COc1ccc(Sc2ccc(OCC(=O)NC(C)CCC)cc2)cc1 (stereo not drawn)	12%	1%	1%	0.1%	4%
Cc1ccc(C(=O)Nc2nnc(NC(=S)Nc3ccccc3)s2)cc1	69%	5%	53%	11%	-2%
CCCCOc1ccc(/C=c2\sc3ncnn3c2=O)cc1	?	11%	60%	0.4%	8%
CC(CN1CCCC1)OC(=O)c1ccc(F)cc1 (stereo not drawn)	12%	2%	9%	1.3%	-4%
C=CCc1c(OC)ccc2c1c(S(=O)(=O)c1ccc(C)cc1)cn2COC	0%	-4%	2%	0.9%	4%
O=C(CN1CCN(S(=O)(=O)c2ccc(Br)cc2)CC1)N/N=C/c1ccco1	-13%	-4%	0%	2.2%	-9%
O=C(Oc1ccc(-c2cnc3ccccc3n2)cc1)c1ccc(Cl)c([N+](=O)[O-])c1	?	-1%	?	5.9%	-16%
O=C1CC(c2ccccc2)Sc2nc3ccccc3n21 (stereo not drawn)	-10%	3%	-9%	0.6%	13%
O=C(O)C1C2C=CC(C2)C1C(=O)NC(c1ccccc1)c1ccccc1 (stereo not drawn)	nt	10%	nt	0.3%	-1%
COc1ccc(CCNS(=O)(=O)c2ccc(OC)cc2)cc1	38%	8%	3%	1.2%	-7%
CCC(c1nnc(SCC(=O)Nc2ccc(NC(C)=O)cc2)n1Cc1ccccc1)N(C)C (stereo not drawn)	-2%	-10%	0%	1.2%	-5%
CCN(CC)C(=O)CSc1nc2ncccc2[nH]1	-18%	-7%	-8%	0.9%	-9%
CCCCCCc1ccc(N2C[C@H](Cc3ccccc3)[C@@H](CC(=O)Nc3ccccc3)C2=O)cc1	16%	-2%	6%	i	1%
Cc1c(NC(=O)c2cnn3cccnc23)c(=O)n(-c2ccccc2)n1C	-2%	2%	-5%	i	-14%
CC(=O)Nc1ccc(NC(=O)c2oc3cc(C)c(C)cc3c2C)cc1	nt	-2%	-4%	1.0%	nt
CC(C)C(=O)Nc1ccc2c(c1)nc(CCN1CCN(c3ccccc3)CC1)n2C	29%	4%	4%	0.8%	-4%
COc1ccccc1-c1c(C(F)(F)F)oc2cc(OC(=O)c3ccc([N+](=O)[O-])cc3)ccc2c1=O	50%	2%	6%	8.3%	-1%
Cc1nnc(NCCN2CCOCC2)[nH]c1=O	-14%	-4%	-1%	i	0%
COc1ccc(/C=C(/C#N)C(=O)Nc2cccc(C)c2C)cc1C(=O)O	0%	2%	-13%	1.0%	1%
CC(=O)c1ccccc1OCCCOc1cccc2cccnc12	11%	-11%	16%	4.6%	-3%
Cn1ncc(Cl)c1C(=O)NC1C2CC3CC(C2)CC1C3 (stereo not drawn)	46%	-1%	5%	0.8%	-8%
Cc1cc2n(n1)C(c1ccsc1)Nc1ccccc1-2 (stereo not drawn)	7%	-6%	-7%	4.4%	-4%
O=c1[nH]c(=S)n(Cc2ccc(F)cc2)c(O)c1C=NCc1cccnc1	16%	-2%	9%	2.7%	-3%
CCOc1cc(C(=O)N(C)CC(=O)Nc2cccc(F)c2)ccc1OCC(=O)N1CCCCC1	10%	-6%	-2%	3.2%	2%
CC(=O)Nc1ccc(S(=O)(=O)N2CCCCC2c2cccnc2)cc1 (stereo not drawn)	6%	-1%	2%	i	-9%
S=C(Nc1ccc2snnc2c1)N1CCN(c2ccccn2)CC1	2%	-1%	5%	i	-2%	inhibitors of VEEV 10K pilot screen=0.1
C/C(=N\O)C(=O)NCCCNCCCN(C)C	-7%	-2%	-3%	0.9%	6%
COc1cc(OC)c2c(O)c3c(c(-c4c5c(c(O)c6c(OC)cc(OC)cc46)CO[C@@H](C)[C@H]5O)c2c1)[C@H](O)[C@H](C)OC3	54%	13%	-1%	2.5%	1%
O=C(N/N=C/c1c(O)n(-c2ccccc2Cl)c(=O)c2ccccc12)c1cccnc1	nt	-8%	nt	i	nt
Cc1ccc2nc(-c3ccccn3)oc2c1	-5%	16%	-5%	i	1%
CCN(CC)C(=S)Nc1ccc(OC)cc1	-9%	-2%	-15%	1.1%	-5%
COc1ccc(N(C(=O)c2snc(C(N)=O)c2N)C(C(=O)NC2CCCCC2)c2ccc(C)o2)cc1 (stereo not drawn)	4%	-1%	-4%	3.1%	-1%
COc1ccc2c(c1)-c1ccccc1S(=O)(=O)N2C(C)=O	23%	-1%	5%	0.0%	0%
O=C(O)C1(O)C[C@H](O)C(O)[C@@H](O)C1 (stereo partly drawn)	-2%	2%	-5%	0.9%	-4%
COc1ccccc1N1CCN(CC(O)c2ccc3cc[nH]c3c2)CC1 (stereo not drawn)	-3%	9%	-11%	i	3%
O=C(CSc1nc(-c2ccccc2)c(-c2ccccc2)[nH]1)Nc1ccc2c(c1)OCO2	-20%	28%	-9%	0.8%	-6%
COc1cc2c(cc1OC)-c1nc3ccccc3c(=O)n1C(C)(C)C2	8%	34%	64%	i	-5%
CNc1nc(SCC(=O)Nc2ccccc2)nc(N2CCOCC2)n1	0%	-6%	1%	0.8%	-9%
CC1CCN(C(=O)CCl)CC1	?	4%	2%	13%	-5%
COc1ccc(C(=O)Nc2cc(OC)cc(OC)c2)cc1	38%	-16%	64%	3.6%	-2%
Cc1cc(C)c2nc(NC(=O)c3ccc(OCC4CCCO4)cc3)sc2c1 (stereo not drawn)	43%	-1%	63%	i	-13%
Cc1ccc(NC(=O)NC(=O)CSc2nnc(-c3ccc(Cl)cc3Cl)n2N)c(C)c1	?	-6%	?	1.3%	-3%
COc1ccc(/C=C(\NC(=O)c2ccc(Cl)cc2)C(=O)NCC2CCCO2)cc1OC (stereo not drawn)	-3%	12%	9%	0.4%	-2%
CC(C)CCNC(=O)Nc1ccc2c(c1)N(C)C(=O)CS2	16%	18%	-1%	6.0%	4%

(continued)
SMILES	tuberculosis growth	influenza NS1A	M. tuberculosis HTS	inhibitors of VEEV	PhoP GFP inhibition	others
CCC(=O)N1c2ccccc2C(N(C(=O)CC)c2ccccc2)CC1C (stereo not drawn)	-3%	-3%	5%	0.1%	-10%
O=C(CSc1nnnn1-c1ccc2c(c1)OCO2)NCc1ccccc1	44%	0%	2%	i	-3%
CC(C)CCOc1ccc(C(=O)O)cc1	23%	-4%	1%	0.0%	1%
COc1ccc(OCC(O)CNC(=O)Nc2ccccc2)cc1 (stereo not drawn)	4%	2%	0%	i	4%
Cn1c(C(=O)NCCCN2CCN(c3ccccc3F)CC2)cc2c(=O)n(C)c3ccccc3c21	43%	3%	9%	7.1%	2%
CCOc1nc2c(c(-c3cccs3)c1C#N)Cc1ccccc1-2	-8%	nt	4%	1.6%	-6%

Bioassay records deposited in PubChem BioAssay by Southern Research Specialized Biocontainment Screening Center.
